# OXTR potentiate: potentiators of human oxytocin receptor; P30559; CHO-OTR cells, Fluo-8 calcium fluorescence, potentiator mode; 0% = oxytocin EC15, 100% = EC100; activation, % at 3 µM; actives 0.061% (n = 320,000); AID 2445;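 active means activation above that plate's cutoff, the mean activation of tested compounds plus 3 SD, cut at about 6.6% in these data, passing the limit was not always enough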;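 further: 100% uses oxytocin at 75 nM as the full agonist control; some results filed as inactive read as strong as hits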
# Target sequence (P30559 whole entry, looked up): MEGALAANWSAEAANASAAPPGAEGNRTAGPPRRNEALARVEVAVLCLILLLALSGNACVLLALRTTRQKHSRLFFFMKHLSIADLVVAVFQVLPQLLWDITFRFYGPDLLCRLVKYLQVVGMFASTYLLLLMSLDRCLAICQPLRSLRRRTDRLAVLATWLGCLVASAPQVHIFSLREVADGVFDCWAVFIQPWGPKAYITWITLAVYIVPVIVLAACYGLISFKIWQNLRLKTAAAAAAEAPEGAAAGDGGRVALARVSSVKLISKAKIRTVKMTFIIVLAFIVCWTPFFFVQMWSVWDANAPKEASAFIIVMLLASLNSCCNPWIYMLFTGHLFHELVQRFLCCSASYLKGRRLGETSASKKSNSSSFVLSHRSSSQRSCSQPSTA
#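 Assay system: CHO cell line stably expressing human OTR. Reagent: EC15 oxytocin agonist. Dosing: single dose, 3.0 µM nominal final compound concentration. Timing: compound 6 min at room temperature before oxytocin, 100 s read. Signal: kinetic Fluo-8 calcium fluorescence. Controls: oxytocin EC15 low and EC100 high.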
# TAAR1 antagonist: human TAAR1 antagonism | Q96RJ0 | CHO RD-HGA16 TAAR1, Fluo-8 calcium fluorescence, antagonist | actives 1.5% (n = 360,000) | inhibition, % at 3 µM | AID 624466;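 active means inhibition above a per-plate cutoff, the mean inhibition of test compounds on that plate plus 3 SD, cut at about 49% in these data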;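 further: 0% = DMSO plus EC80 beta-PEA response and 100% = DMSO alone without agonist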
#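 Test system – hTAAR1-expressing CHO RD-HGA16 cells, Gα16-coupled · Reagent – β-PEA at EC80 concentration, post-compound challenge · Compound dosing – 3 µM, single point · Timing – 140 s kinetic read after compound, 140 s after agonist · Detection – Fluo-8 intracellular calcium dye fluorescence, real-time kinetic reads · Control set – DMSO and EC80 PEA controls · Repeats – n of 1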
# M1 antag: blocks human M1 muscarinic receptor. CHO-K1 hM1, Fluo-8 calcium fluorescence, ACh EC80 antagonist. inhibition, % at 3 µM. actives 1.3% (n = 360,000). AID 588852;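 active means percent inhibition above its own plate's cutoff, namely the mean of that plate's compound wells plus 3 SD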;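 further: peak over basal fluorescence ratio during 140 s after agonist addition; 0% = ACh EC80 plus DMSO and 100% = DMSO alone without agonist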
# V1aR counter: V1a receptor agonism, counter-screen for OXTR agonists | P37288 | actives 0.25% (n = 320,000) | AID 2797 | CHO-V1R cells, Fluo-8 calcium fluorescence, agonist mode; 0% DMSO, 100% 3 nM vasopressin | activation, % at 3 µM;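 active means activation above the mean activation of all tested compounds plus 3 SD, per screening run, cut at about 20% in these data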;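 further: signal is peak over basal fluorescence ratio across a 100 second FLIPR read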
# Target sequence (P37288 whole entry, looked up): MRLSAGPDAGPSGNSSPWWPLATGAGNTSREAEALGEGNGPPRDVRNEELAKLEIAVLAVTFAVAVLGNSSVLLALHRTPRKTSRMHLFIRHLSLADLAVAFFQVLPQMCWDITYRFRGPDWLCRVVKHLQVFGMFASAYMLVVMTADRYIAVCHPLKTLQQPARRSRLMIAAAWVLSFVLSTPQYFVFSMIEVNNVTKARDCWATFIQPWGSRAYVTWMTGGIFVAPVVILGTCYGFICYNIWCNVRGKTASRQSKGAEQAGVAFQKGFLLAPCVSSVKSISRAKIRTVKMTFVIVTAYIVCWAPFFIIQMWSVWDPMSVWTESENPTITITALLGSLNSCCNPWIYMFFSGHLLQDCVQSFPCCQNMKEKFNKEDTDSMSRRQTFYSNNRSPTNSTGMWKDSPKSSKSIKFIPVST
# CHO parental Ca: signal in parental CHO cells, OX1R antagonist counter-screen. inhibition, % at 5.6 µM. parental CHO-K1, ATP-induced calcium, Fluo-8 fluorescence. actives 0.63% (n = 330,000);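 active means inhibition above that plate's mean sample inhibition plus 3 SD, cut at about 26% in these data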;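 further: 0% = ATP-challenged DMSO wells and 100% = DMSO wells without ATP; some compounds past the cut are filed as inactive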
#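 Assay system – parental CHO cells · Reagent – ATP stimulus · Detection – intracellular calcium via Fluo-8 no-wash fluorescent dye · Evaluation – percent inhibition of ATP-evoked calcium rise, normalized to controls · Controls – ATP wells versus no-ATP DMSO wells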
# OXTR agonist: human OXTR agonism | AID 2435 | activation, % at 3 µM | CHO-OTR cells, Fluo-8 calcium fluorescence; normalized: DMSO 0%, oxytocin 100% | P30559 | actives 0.32% (n = 320,000);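 active means activation above the mean of all tested compounds plus 3 SD, cutoff set per screening run, cut at about 20% in these data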;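 further: peak over basal fluorescence ratio from a 100 s FLIPR kinetic read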
# M1 ag: activates human CHRM1 receptor; CHO-K1 hM1, Fluo-8 calcium fluorescence, agonist mode; 0% DMSO, 100% acetylcholine EC100; activation, % at 3 µM; actives 0.33% (n = 360,000); AID 588814;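 active means activation above the run's mean compound activation plus 3 SD, cut at about 16% in these data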;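 further: peak over basal fluorescence ratio within a 140 s kinetic read after compound addition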
# M1 PAM: positive allosteric modulators of human M1 muscarinic receptor; CHO-K1 hM1, Fluo-8 calcium fluorescence, ACh EC20; 0% = ACh EC20, 100% = maximal ACh; activation, % at 3 µM; actives 0.088% (n = 360,000); AID 588819; in the data active means activation above about 19%, passing the limit was not always enough
# TAAR1 ag: human TAAR1 agonism | Q96RJ0 | CHO RD-HGA16 TAAR1, Fluo-8 calcium fluorescence; vehicle wells 0%, saturating PEA agonist 100% | activation, % at 3 µM | AID 624467 | actives 0.99% (n = 360,000);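 active means activation above the mean activation of all test compounds in the run plus 3 SD, cut at about 38% in these data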
#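 Assay system: CHO-derived RD-HGA16 cells with stable Gα16 and human TAAR1; timing: 17-24 h seeding, 75 min 37 °C dye, 30 min RT; read-out: % activation from peak over basal fluorescence ratio, DMSO-to-PEA scaled; measured by: kinetic Fluo-8 calcium fluorescence; benchmarks: low control DMSO, high control PEA (EC100); doses: 3 µM single concentration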
# * hit, by the source's call; / = not tested or not shown.
# Order of results: M1 PAM, OXTR agonist, V1aR counter, OXTR potentiate, M1 ag, TAAR1 ag, CHO parental Ca, TAAR1 antagonist, M1 antag
COc1ccccc1CNC(=O)c1ccc(NS(=O)(=O)c2c(C)noc2C)cc1
→ -6, -0.2, 0.8, -7, -4, 0, -5, -4, -5
Cc1ccc(C)c(NC(=O)CN(C)C(=O)c2cc3ccccc3o2)c1
→ -5, -0.1, 0.5, -12, -6, 1, -8, -1, 0
COc1ccc(NC(=O)C2CCCN2S(=O)(=O)c2ccc(F)cc2)cc1 (configuration not stated)
→ 3, -0.7, -0.4, -1, -2, 1, -3, -33, -18
c1ccc(C2OC3c4cccc5cccc(c45)C3N2c2ccccc2)cc1 (configuration not stated)
→ 9, -1.2, -0.8, -2, -4, 21, -28, -9, -11
CCNC(=O)C1(C)CCCN(C(=O)c2csc3ccccc23)C1 (configuration not stated)
→ 12, /, /, /, 0, 1, /, -27, -8
CC1(C(=O)NS(=O)(=O)c2cccc(C#N)c2)CCN1C(=O)CCc1ccccc1 (configuration not stated)
→ 4, /, /, /, -2, 1, /, -3, -6
O=C(O)C1CCCCC1C(=O)Nc1ccccn1 (configuration not stated)
→ 4, -0.3, 0.6, -5, -3, 4, -8, -14, 3
CS(=O)(=O)c1ccc(Cl)c(NC(=O)COC(=O)c2ccc(S(=O)(=O)N3CCCC3)cc2)c1
→ 16, 2.4, 3.4, 2, -1, 9, -6, -1, -19
O=C(Nc1ccc(Cl)cn1)c1ccc([N+](=O)[O-])o1
→ 14, /, /, /, -3, 1, /, -11, -8
OC[C@@H]1CN(Cc2ccc(F)cc2)C[C@H](n2cnc3c(N4CCCC4)ncnc32)O1
→ 10, /, /, /, 2, 4, /, -12, -18
COc1ccc(OCCSc2nnc(C)n2-c2ccccc2)cc1
→ 7, 1.1, 0.0, -3, -6, 14, -5, -9, 3
CC1(C)Cc2c(cnn2-c2ccc(F)cc2)C(NC(=O)CCN2CCCCO2)C1 (configuration not stated)
→ 13, -0.6, 0.0, -2, -3, 0, -2, -4, -11
COc1ccc(N(C)S(=O)(=O)c2cccc(C(=O)NC3CCCC3)c2)cc1
→ 2, -1.2, 1.1, -2, -3, 3, -2, -31, 4
O=C(COc1ccc(F)c(Cl)c1)N1CCN(c2ccccn2)CC1
→ 6, 0.2, -0.4, 1, -5, 1, -24, 4, -10
Cc1csc(-c2cnn(-c3ccccc3)c2NC(=O)c2ccccc2)n1
→ 5, -1.2, 0.8, -11, -2, 1, -14, 18, -5
CC(=O)c1c(N2CCN(Cc3ccccc3)CC2)nc(=S)n(-c2ccccc2)c1C
→ 5, -0.2, 1.6, -18, -6, 1, 5, 9, -7
CC(C)(C)c1ccc(C2=CC(c3ccccc3)n3ncnc3N2)cc1 (configuration not stated)
→ 4, 1.2, 1.7, -1, -5, /, -21, /, -2
O=C(Nc1ccc(F)c(Cl)c1)c1ccccc1NC(=O)C1CCCCC1C(=O)O (configuration not stated)
→ -10, /, /, /, -2, 12, /, -20, 19
O=C(COc1ccc2ccccc2c1Br)N1CCCC1
→ 5, -0.5, 0.5, 1, -6, 3, -13, -23, -12
Cc1nc(CNS(=O)(=O)c2ccc(Oc3ccccc3)cc2)cs1
→ -16, 5.3, 6.9, -14, -4, 11, 44*, 15, 25

# Exported field by field: entries from further up.
compound: O=C(Nc1ccc(F)c(Cl)c1)c1ccccc1NC(=O)C1CCCCC1C(=O)O (configuration not stated)
  M1 PAM: -10	OXTR agonist: /	V1aR counter: /	OXTR potentiate: /	M1 ag: -2	TAAR1 ag: 12	CHO parental Ca: /	TAAR1 antagonist: -20	M1 antag: 19
compound: O=C(COc1ccc2ccccc2c1Br)N1CCCC1
  M1 PAM: 5	OXTR agonist: -0.5	V1aR counter: 0.5	OXTR potentiate: 1	M1 ag: -6	TAAR1 ag: 3	CHO parental Ca: -13	TAAR1 antagonist: -23	M1 antag: -12
compound: Cc1nc(CNS(=O)(=O)c2ccc(Oc3ccccc3)cc2)cs1
  M1 PAM: -16	OXTR agonist: 5.3	V1aR counter: 6.9	OXTR potentiate: -14	M1 ag: -4	TAAR1 ag: 11	CHO parental Ca: 44*	TAAR1 antagonist: 15	M1 antag: 25

# (continued)
# Order of results: M1 PAM, OXTR agonist, V1aR counter, OXTR potentiate, M1 ag, TAAR1 ag, CHO parental Ca, TAAR1 antagonist, M1 antag
COc1ccc(C(=O)N/N=C/c2sc(N3CCOCC3)nc2-c2ccccc2)cc1OC
→ 7, -2.1, -1.8, -2, -2, 5, -23, 12, -9
Cc1sc2ccc3sccc3c2[n+]1C
→ 5, 0.9, 0.5, 3, 11, 48*, 8, 13, -4
COc1ccc(C2(O)CC3CCC(C2)N3c2nc(C)cc(C)c2C#N)cc1 (configuration not stated)
→ 3, 1.5, -0.1, -10, 2, 4, -26, 0, -17
O=C(OCC(F)(F)F)c1cccc(COc2ccc3ccccc3c2)c1
→ -1, -0.6, 0.8, -17, -3, 2, -4, 3, 3
Cc1ccccc1NC(=O)c1c2c(nc3ccccc13)CCC2
→ 11, -0.6, -0.6, 4, -7, 0, -30, 12, -7
CC(C)(C)NC(=S)N1CCC2CC1c1c(Cl)cccc12 (configuration not stated)
→ -2, /, /, /, -3, 4, /, 4, 7
Cc1ccc(-n2c(-c3ccccc3)cc(/C=N/NC(=O)CC#N)c2-c2ccccc2)cc1
→ /, 0.6, -0.2, -5, /, 2, 3, -3, /
CC(=O)COC(=O)c1ccc2noc(-c3ccccc3)c2c1
→ 1, 0.4, 2.1, -3, -7, 0, -12, -15, 1
COc1ccc(-n2c(=O)c3c4c(sc3n(CC(=O)NCc3ccco3)c2=O)CCC4)c(OC)c1
→ 10, -0.1, -0.1, -7, -2, /, -10, /, -5
CN1C(C(=O)NCc2ccccc2)CC2Cn3c(nc4ccccc43)C21 (configuration not stated)
→ 11, 0.4, 1.3, 9, -5, 5, -4, 5, 0
Cn1c2ccccc2c(=O)c2cc(C#Cc3ccc(N)cc3)ccc21
→ -8, 0.4, 1.4, 1, -1, 13, -17, 49*, 11
CCOc1ccc(-c2csc(Cn3c(CN4CCN(C)CC4)nc4ccccc4c3=O)n2)cc1
→ 2, -0.3, 0.5, -2, -12, 11, -8, -79, -1
COc1cc(/C=N/NC(=O)c2cc(-c3cccs3)nc3ccccc23)ccc1O
→ -4, -0.2, 1.1, -4, -2, 5, -36, 42, 6
FC(F)(F)c1cc(Cl)c2nc(-c3ccccc3)cn2c1
→ 4, -2.3, -2.1, -5, -5, 9, -14, 6, -12
Cc1ccc(NC(=O)C2C3C=CC4(O3)C2C(=O)N(CCCN2CCCCC2)C4C(=O)NC2CCCCC2)cc1Cl (configuration not stated)
→ -3, -0.5, -0.3, -7, -9, -1, -16, 3, 5
Oc1ccc(/C=N\Nc2nncc(-c3ccccc3)n2)cc1
→ -1, -0.5, 5.3, -5, 0, 4, 6, 13, 10
O=C(/C=C/c1ccccc1)NNC(=O)C1CC1
→ 2, 0.0, -1.0, -7, -6, 2, -2, 13, 2
COc1ccccc1OCC(=O)NCc1n[nH]c(=O)c2ccccc12
→ 4, 0.4, 0.8, -3, -3, 2, -10, -17, -2
CCC(NC(=O)CNC(=O)CNC(=O)c1ccc(Cl)cc1Cl)c1ccc(C)cc1 (configuration not stated)
→ 13, 0.6, 1.7, -2, 0, 0, -5, 6, -3
O=C(Oc1ccccc1)Oc1ccc2c(c1)oc(=O)c1ccccc12
→ 5, 1.4, 1.5, -5, -4, 0, -19, 8, -22
O=C1CCCCc2sc(Br)c([N+](=O)[O-])c2N1
→ 5, -1.2, 1.9, -3, -3, 1, 3, -4, -4
COc1ccc(C(=O)NCCNC(=O)c2ccc(OC)cc2)cc1
→ 5, -0.8, -0.4, -11, -4, 2, -8, -34, -3
Cc1ccnc2nc(C(=O)Nc3cc(Cl)ccc3N3CCOCC3)nn12
→ 8, -1.4, -0.7, -5, -2, 5, -23, -3, -10

# Complete entries from above. Order of values: M1 PAM, OXTR agonist, V1aR counter, OXTR potentiate, M1 ag, TAAR1 ag, CHO parental Ca, TAAR1 antagonist, M1 antag
# O=C(/C=C/c1ccccc1)NNC(=O)C1CC1 across the screens: 2, 0.0, -1.0, -7, -6, 2, -2, 13, 2
# COc1ccccc1OCC(=O)NCc1n[nH]c(=O)c2ccccc12 across the screens: 4, 0.4, 0.8, -3, -3, 2, -10, -17, -2
# O=C(Oc1ccccc1)Oc1ccc2c(c1)oc(=O)c1ccccc12 across the screens: 5, 1.4, 1.5, -5, -4, 0, -19, 8, -22
# COc1cc(/C=N/NC(=O)c2cc(-c3cccs3)nc3ccccc23)ccc1O across the screens: -4, -0.2, 1.1, -4, -2, 5, -36, 42, 6
# Cc1ccnc2nc(C(=O)Nc3cc(Cl)ccc3N3CCOCC3)nn12 across the screens: 8, -1.4, -0.7, -5, -2, 5, -23, -3, -10

# 2 records picked at random from the list so far:
# Order of results: M1 PAM, OXTR agonist, V1aR counter, OXTR potentiate, M1 ag, TAAR1 ag, CHO parental Ca, TAAR1 antagonist, M1 antag
CCOc1ccc(-c2csc(Cn3c(CN4CCN(C)CC4)nc4ccccc4c3=O)n2)cc1
→ 2, -0.3, 0.5, -2, -12, 11, -8, -79, -1
Cc1csc(-c2cnn(-c3ccccc3)c2NC(=O)c2ccccc2)n1
→ 5, -1.2, 0.8, -11, -2, 1, -14, 18, -5

# Screening data (PubChem)

# No enrichment for hits. Share with any hit: about 3.7%.
